HSF1 inhib – HSF1 inhibition. activity change, negative = inhibition, % at 7.5 µM (by protocol). NIH3T3-HGL HSE-luciferase, MG132-induced, luminescence 8 h; stronger effect = lower value. 300,000 tested, 0.77% active;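 active = more than half of replicate wells show activity change below -50%, luminescence cut by over half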;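 also: luciferase reports HSF-1 transcriptional activity via heat shock element; 0% = median of DMSO wells and -100% = zero luminescence signal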
IEC-6 tox – kills IEC-6 intestinal cells in KLF5 counter-screen. IEC-6 cytotoxicity, luminescence viability. inhibition, % at 5 µM. 290,000 tested, 0.78% active. AID 1825; in the data active = inhibition above about 22%;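 also: 0% = plate median of test compound wells and 100% = cytotoxic reference compound wells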
aSyn UTR inh – 5' untranslated region of α-synuclein, MLPCN primary screen; alpha-synuclein 5'UTR reporter, inhibitor activity; AID 1813; inhibition, % (tested at 7.5 µM); 300,000 tested, 0.82% active; in the data active = inhibition above about 60%;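 also: H4 neuroglioblastoma cells stably carrying SNCA 5'UTR luciferase fusion; 0% = DMSO wells and 100% = positive control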
HSP90 inh – HSP90 refolding inhibition in rabbit reticulocyte lysate; luciferase refolding luminescence, 3 h; inhibition, % at 5.6 µM; 290,000 tested, 0.91% active;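 active = inhibition above the screen-wide mean plus 3 SD, computed separately per campaign, cut at about 16% in these data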;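 also: 0% = DMSO wells and 100% = 60 µM geldanamycin wells; inhibitors lower the luminescence because luciferase stays unfolded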
DYRK1A inh – inhibitors of rat Dyrk1A kinase | Q63470 | ADP-Glo luminescence, NFATc1 peptide | inhibition, % at 12.5 µM | 310,000 tested, 0.43% active | AID 504441; in the data active = inhibition above about 50%;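 also: plate controls were vehicle with enzyme for no effect and no enzyme for full effect; many of its hits are not listed in these tables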
KLF5 inh – kruppel-like factor 5 inhibition. DLD-1 KLF5 promoter-luciferase reporter, luminescence. AID 1700. inhibition, % at 5 µM. 290,000 tested, 0.23% active;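 active = inhibition above a per-plate limit of that plate's mean compound inhibition plus 3 SD, cut at about 60% in these data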;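 also: 0% = DMSO wells and 100% = LY294002 at 200 µM; higher means less KLF5 promoter-driven luciferase light; inactives centre near -14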
HSF1 activator – increases HSF-1 driven luciferase reporter signal; NIH3T3-HGL HSF-1 luciferase reporter, MG132, 8 h; 100% = twice DMSO control signal; activation, % at 9 µM; 300,000 tested, 1.7% active; AID 504408;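 active = mean replicate activation of at least 50% with a set share of replicates each reaching 50%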;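 also: 0% = median of the neutral control wells and 100% = twice that signal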
GSK3 alpha inh – blocks human GSK-3 alpha kinase | inhibition, % at 10 µM | ADP-Glo luminescence, 60 min | 320,000 tested, 0.1% active | P49840;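 in the data active = inhibition above about 50%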;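 also: GST-tagged GSK-3 alpha with peptide substrate and 25 µM ATP; 0% = DMSO neutral wells and 100% = GW8510 positive control wells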
Target sequence (P49840 whole entry, looked up): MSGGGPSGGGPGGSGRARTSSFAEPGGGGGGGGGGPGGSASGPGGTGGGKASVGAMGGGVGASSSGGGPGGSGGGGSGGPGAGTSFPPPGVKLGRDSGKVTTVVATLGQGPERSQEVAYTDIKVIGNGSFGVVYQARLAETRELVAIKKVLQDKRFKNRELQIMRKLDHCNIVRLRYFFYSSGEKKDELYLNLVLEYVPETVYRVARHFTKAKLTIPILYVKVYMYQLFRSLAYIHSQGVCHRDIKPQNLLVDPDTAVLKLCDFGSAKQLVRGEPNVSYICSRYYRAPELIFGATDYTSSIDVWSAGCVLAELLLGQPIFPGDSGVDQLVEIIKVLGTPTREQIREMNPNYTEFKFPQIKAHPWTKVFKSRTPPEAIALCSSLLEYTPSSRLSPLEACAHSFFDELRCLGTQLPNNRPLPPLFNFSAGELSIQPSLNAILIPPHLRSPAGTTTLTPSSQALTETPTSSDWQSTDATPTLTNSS
Platelet DG rel – platelet dense granule release activity; human platelet-rich plasma, SFLLRN dense granule ATP release, luminescence; inhibition, %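 (compounds screened at 7.5 µM in platelet-rich plasma)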; 300,000 tested, 0.22% active; AID 1663;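 active = mean replicate score, as percent of positive control, at or above 50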
GSK3B inh – human GSK3beta kinase inhibition; P49841; GST-GSK3beta kinase, ADP-Glo luminescence, 60 min; stronger effect = lower value; activity score (negative = inhibition), % at 10 µM; 300,000 tested, 0.038% active; AID 2097;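 active = more than half of replicate wells score below -50%, meaning over 50% inhibition versus plate controls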;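 also: 0% = median DMSO wells and -100% = median GW8510 positive control wells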
Target sequence (P49841 whole entry, looked up): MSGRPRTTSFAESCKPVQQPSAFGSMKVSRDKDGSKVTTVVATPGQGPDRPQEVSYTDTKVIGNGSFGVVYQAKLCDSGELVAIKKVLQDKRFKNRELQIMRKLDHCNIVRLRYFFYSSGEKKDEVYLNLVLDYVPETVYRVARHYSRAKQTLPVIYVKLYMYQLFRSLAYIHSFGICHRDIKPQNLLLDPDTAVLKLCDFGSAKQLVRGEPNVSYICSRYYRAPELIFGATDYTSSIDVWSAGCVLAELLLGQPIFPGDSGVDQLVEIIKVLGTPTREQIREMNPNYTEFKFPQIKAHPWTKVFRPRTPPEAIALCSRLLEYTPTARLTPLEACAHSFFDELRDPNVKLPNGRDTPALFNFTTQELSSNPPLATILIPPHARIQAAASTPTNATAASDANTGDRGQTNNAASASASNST
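Test system: GST-fused GSK3beta enzyme, cell-free | Quantity: 1.6 ng GST-GSK3beta enzyme per well | Reagent: 25 µM ATP with peptide substrate | Schedule: 60 min enzyme reaction, room temperature | Signal: Luminescent ADP-Glo measurement of ADP formed | Read-out basis: Score relative to plate controls | Control set: DMSO and 20 µM GW8510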
An asterisk follows results filed as active; . = not tested or not shown. A portion of the library; rates above refer to the full screens.

#	structure	HSF1 inhib	IEC-6 tox	aSyn UTR inh	HSP90 inh	DYRK1A inh
1	COc1ccc(C(=O)Nc2cccc(C(=O)NCc3ccccc3)c2)cc1	-12	8	16	1	13
2	COc1cc2c(cc1OC)/C(=C/C(=O)c1ccc(F)cc1)NCC2	1	5	18	-4	3
3	COc1ccc(C(=O)N(C)CC(=O)Nc2cccc(F)c2)cc1S(=O)(=O)NC1CCCC1	-5	.	-2	.	5
4	COc1ccc(CCNC(=O)c2ccc([N+](=O)[O-])cc2Cl)cc1OC	10	.	26	.	-7
5	COCCN(Cc1cc2cc3c(cc2nc1Cl)OCO3)C(=O)Nc1ccc(OC)cc1	-7	2	0	-5	-7
6	Cc1ccc2nc(=O)c(NNc3ccccc3)cnc2c1	13	4	-218	-2	0
7	C/C(=N\NC(=O)c1cccc(S(=O)(=O)Nc2cccc(Cl)c2)c1)c1cccs1	-2	-8	3	-2	-2
8	CCc1nn(CC(=O)N2CC(C)CC(C)C2)c(=O)c2cccn12 (stereo unspecified)	-2	0	1	1	2
9	COc1cc(C2/C(=C(\O)c3ccc4c(c3)CC(C)O4)C(=O)C(=O)N2CC2CCCO2)cc(OC)c1OC (stereo unspecified)	-2	-3	-2	5	-1
10	COc1ccc(C)cc1NC(=S)N1CCN(c2ccccn2)CC1	-8	0	-23	4	2
11	CCn1c2ccccc2c2cc(NC(=O)COC(=O)Cc3cn4ccsc4n3)ccc21	-3	4	8	3	5
12	O=C(NCCc1csc(-c2ccccc2)n1)c1c(F)cccc1F	-9	-3	-15	41*	2

#	KLF5 inh	HSF1 activator	GSK3 alpha inh	Platelet DG rel	GSK3B inh
1	-7	-2	1	-3	-4
2	-20	-2	-1	16	-2
3	.	0	-4	5	0
4	.	-8	7	-1	-4
5	-23	0	-7	-6	-5
6	-110	22	2	-6	-5
7	-15	-20	0	14	-1
8	-3	-6	-3	-2	2
9	7	-11	.	-7	-3
10	-6	3	-2	6	1
11	-4	-8	.	14	1
12	-40	-1	0	-3	1

Further structures follow.
#	structure	HSF1 inhib	IEC-6 tox	aSyn UTR inh	HSP90 inh	DYRK1A inh
13	CC(=O)c1c(O)cc(O)c(C(C)=O)c1O	-11	.	15	.	22
14	Cc1ccc2nc(C)c(Cl)c(=O)n2c1	-9	0	26	-9	-1
15	O=S(=O)(Nc1nccs1)c1ccc2c(c1)OCCO2	-2	-8	3	1	-8
16	COCCOc1cnn(-c2cc(Oc3ccc(C)cc3)ncn2)c(=O)c1Cl	-11	0	-12	-1	9
17	Cc1ccc(C(=O)Nc2ccc(N3CCN(C)CC3)cc2)c(Cl)c1	14	-5	-162	-2	-3
18	Nc1ccc2c(C(F)(F)F)cc(C(F)(F)F)nc2n1	-16	-2	31	-2	-2
19	Cc1ccc(N=C2NC(=O)CC(C(=O)Nc3ccc4c(c3)OCO4)S2)cc1 (stereo unspecified)	-2	2	-12	-4	-9
20	CC(=O)c1ccc(NC(=O)Oc2ccccc2)cc1	23	0	-63	-1	-1
21	Cc1cc(=O)oc2c3c(cc(OCC(=O)NCc4ccccn4)c12)OC(C)(C)CC3	3	-3	26	0	21
22	CCN(CC(=O)NC(C)C)C(=O)[C@H](C)NC(=O)c1ccc(Br)cc1	-6	0	-3	-3	1
23	CCN(Cc1ccccc1)C(=O)c1ccc(CNS(=O)(=O)c2ccc(C)cc2)cc1	7	0	44	-1	1
24	Cc1cccc(-n2cc(-c3ccccc3)c3c(=O)[nH]cnc32)c1	9	-2	12	-4	17

#	KLF5 inh	HSF1 activator	GSK3 alpha inh	Platelet DG rel	GSK3B inh
13	.	-14	-2	-3	2
14	-26	2	-1	2	2
15	-4	-16	-3	1	-6
16	-40	-6	-2	-3	-2
17	-95	21	-2	4	-2
18	12	-13	2	2	-3
19	-29	-3	-3	2	0
20	-20	40	-1	4	0
21	-29	-4	2	-2	-2
22	-7	16	-3	1	2
23	-11	9	.	7	2
24	12	25	-6	-3	2

The results go on.
#	structure	HSF1 inhib	IEC-6 tox	aSyn UTR inh	HSP90 inh	DYRK1A inh
25	Cc1cc(C(=O)Nc2ccc([N+](=O)[O-])cn2)cs1	23	3	-137	-4	5
26	CC(CC(=O)N1CCN(c2ccccc2)CC1)S(=O)(=O)c1ccc2c(c1)NC(=O)CS2 (stereo unspecified)	1	3	10	-2	-3
27	CCOCCCNC(=O)CNC(=S)N(Cc1ccccc1F)C1CCCCC1	1	-2	9	0	2
28	O=C(C1CCC(CNc2c(N3CCCCC3)c(=O)c2=O)CC1)N1CCN(c2ccccn2)CC1 (stereo unspecified)	4	0	-34	-4	2
29	O=C(NC1CCS(=O)(=O)C1)/C(=C\c1ccco1)NC(=O)c1ccccc1 (stereo unspecified)	-6	-10	-13	-1	-3
30	Cc1cc2cc(CN(Cc3ccco3)C(=S)NCC3CCCO3)c(=O)[nH]c2cc1C (stereo unspecified)	46	-7	4	-2	6
31	COCCNC(=O)CN(C(=O)Cn1nnc2ccccc21)c1ccc(C)cc1	0	-6	18	-1	-2
32	COC(=O)c1ccc(CSc2ccc3nnc(-c4ccc(OC)c(OC)c4)n3n2)o1	4	.	10	.	2
33	COc1ccc(NC(=O)c2nc[nH]c2C(=O)N[C@@H](CC(C)C)C(=O)OC(C)(C)C)cc1	8	.	36	.	5
34	Cc1ccc(C)c(N=C2NC(=O)CS2)c1	-1	1	16	-1	-3
35	O=C(Cc1n[nH]c(=O)c2ccccc12)OCC(=O)c1ccccc1Cl	5	.	-11	.	-20
36	CNC(=O)c1ccccc1NC(=O)c1cccc(S(=O)(=O)N2CCCCC2)c1	0	0	26	3	-1

#	KLF5 inh	HSF1 activator	GSK3 alpha inh	Platelet DG rel	GSK3B inh
25	-163	26	0	1	2
26	6	0	-1	3	-1
27	-14	0	2	3	1
28	-37	2	0	5	-7
29	-37	-9	4	5	1
30	-28	70*	1	5	-1
31	-10	-1	-1	-1	1
32	.	10	5	-1	1
33	.	12	5	-20	0
34	-27	-1	-1	8	-24
35	.	1	-4	.	2
36	0	11	-1	1	1

13 entries from above, sorted by formula weight, ascending.
#	structure	HSF1 inhib	IEC-6 tox	aSyn UTR inh	HSP90 inh	DYRK1A inh
18	Nc1ccc2c(C(F)(F)F)cc(C(F)(F)F)nc2n1	-16	-2	31	-2	-2
15	O=S(=O)(Nc1nccs1)c1ccc2c(c1)OCCO2	-2	-8	3	1	-8
10	COc1ccc(C)cc1NC(=S)N1CCN(c2ccccn2)CC1	-8	0	-23	4	2
12	O=C(NCCc1csc(-c2ccccc2)n1)c1c(F)cccc1F	-9	-3	-15	41*	2
1	COc1ccc(C(=O)Nc2cccc(C(=O)NCc3ccccc3)c2)cc1	-12	8	16	1	13
4	COc1ccc(CCNC(=O)c2ccc([N+](=O)[O-])cc2Cl)cc1OC	10	.	26	.	-7
22	CCN(CC(=O)NC(C)C)C(=O)[C@H](C)NC(=O)c1ccc(Br)cc1	-6	0	-3	-3	1
36	CNC(=O)c1ccccc1NC(=O)c1cccc(S(=O)(=O)N2CCCCC2)c1	0	0	26	3	-1
21	Cc1cc(=O)oc2c3c(cc(OCC(=O)NCc4ccccn4)c12)OC(C)(C)CC3	3	-3	26	0	21
23	CCN(Cc1ccccc1)C(=O)c1ccc(CNS(=O)(=O)c2ccc(C)cc2)cc1	7	0	44	-1	1
11	CCn1c2ccccc2c2cc(NC(=O)COC(=O)Cc3cn4ccsc4n3)ccc21	-3	4	8	3	5
7	C/C(=N\NC(=O)c1cccc(S(=O)(=O)Nc2cccc(Cl)c2)c1)c1cccs1	-2	-8	3	-2	-2
5	COCCN(Cc1cc2cc3c(cc2nc1Cl)OCO3)C(=O)Nc1ccc(OC)cc1	-7	2	0	-5	-7

#	KLF5 inh	HSF1 activator	GSK3 alpha inh	Platelet DG rel	GSK3B inh
18	12	-13	2	2	-3
15	-4	-16	-3	1	-6
10	-6	3	-2	6	1
12	-40	-1	0	-3	1
1	-7	-2	1	-3	-4
4	.	-8	7	-1	-4
22	-7	16	-3	1	2
36	0	11	-1	1	1
21	-29	-4	2	-2	-2
23	-11	9	.	7	2
11	-4	-8	.	14	1
7	-15	-20	0	14	-1
5	-23	0	-7	-6	-5

Remaining list, next part
#	structure	HSF1 inhib	IEC-6 tox	aSyn UTR inh	HSP90 inh	DYRK1A inh
37	NC(=O)Cc1ccc(C(=O)c2ccc(Cl)cc2Cl)s1	8	0	13	-2	1
38	O=C(NC1(C(F)(F)F)NC(=O)N(c2ccccc2)C1=O)c1cccs1 (stereo unspecified)	-3	5	33	1	8
39	O=C(c1cncc(Br)c1)N1CCN(S(=O)(=O)c2ccccc2C(F)(F)F)CC1	-7	1	9	-7	3
40	O=C(NC(Cc1ccccc1)C(=O)N1CCCC1C(=O)O)c1ccccc1 (stereo unspecified)	2	-2	11	-5	0
41	CC(C)NCC(=O)C12CC3CC(CC(C3)C1)C2	-3	2	-6	5	-1
42	CCC(C)NS(=O)(=O)c1ccc(OCC(=O)NCC2CCCO2)cc1 (stereo unspecified)	-9	-4	6	1	.
43	Cc1ccc(NS(=O)(=O)c2cccc3nsnc23)cc1C	1	2	9	-3	2
44	CC1=NNC(=O)C1CCC(=O)N/N=C/c1ccc(C)cc1 (stereo unspecified)	-6	-10	-3	4	.
45	CC(C)(C)n1nnnc1C(c1cccc(C#N)c1)N1CCC(Cc2ccccc2)CC1 (stereo unspecified)	1	1	17	1	-2
46	Cc1nnc(Cl)c2nn(-c3ccccc3F)c(C)c12	-7	-4	14	2	7
47	CN(C1=C(N2CCCCC2)C(=O)c2ccccc2C1=O)c1ccccc1	7	-1	-32	0	0
48	CCN1CCN(CC(=O)Nc2ccc(OC(F)(F)F)cc2)CC1	2	7	3	-2	-1

#	KLF5 inh	HSF1 activator	GSK3 alpha inh	Platelet DG rel	GSK3B inh
37	-15	7	1	6	-2
38	6	-2	-1	13	0
39	-12	0	3	-5	4
40	3	2	0	0	5
41	-23	4	0	1	-2
42	-2	-2	-2	4	-3
43	-16	20	0	-2	2
44	-21	10	-1	2	-4
45	3	0	-3	-3	0
46	-19	-8	22	-31	-1
47	-2	15	-3	13	0
48	-7	-2	-3	-2	-3
